# Compound activity (PubChem BioAssay)
# TAG inh = triacylglycerol accumulation inhibition | H9c2 cells, Nile Red lipid (TAG) fluorescence; cells loaded with 200 µM oleic acid | inhibition, % at 12.5 µM | 0.66% of 230,000 active | AID 651582;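 active means pattern-corrected inhibition of lipid staining of at least 50% with the nuclear-stain viability signal not falling by more than 50%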;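 further: 0% = DMSO wells and 100% = triacsin C control wells; some results filed as inactive read as strong as hits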
# TAG inh DAPI viability = further read-out of TAG inh, marked with its call; DAPI nuclei signal change (viability), lower = more cytotoxic, %;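 whole-well DAPI fluorescence read on a plate reader as a viability signal; minus 50 percent equals half of cells still viable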
# * marks the source's active call; other numbers are inactive results. Only part of the results is shown (hit frequency here may not be typical).
SMILES,TAG inh,TAG inh DAPI viability
COCCN(Cc1cc2cc(C)ccc2nc1Cl)C(=O)Nc1ccccc1OC,-11,-5
COc1ccc(CCNc2oc(COc3ccccc3F)nc2C#N)cc1,8,-2
CC[C@@]12C(=O)N(c3cccc(Br)c3)C(=O)N1[C@H](c1ccc(OC)cc1)[C@@H]1C(=O)N(C(C)(C)C)C(=O)[C@@H]12,16,5
O=C(NNc1nc2c(F)cccc2s1)C1COc2ccccc2O1 (configuration not stated),-7,9
O=C(NNc1ccccc1)C(=O)NNS(=O)(=O)c1ccc(CCCl)cc1,-12,1
CC(C)(C)Cc1c(-c2ccccc2)nc2ccc(Br)cn12,-4,9
CCN(CC)S(=O)(=O)c1ccc(NC(=O)COC(=O)c2cnc(C)cn2)cc1,-1,-3
Cc1cccc(/C=C/c2ccccc2)n1,0,-4
COc1ccc(OCc2nc(N)nc(Nc3ccccc3)n2)cc1,-23,3
CCCCc1ccc(NC(=S)NCCc2ccc(S(N)(=O)=O)cc2)cc1,-3,-1
COc1ccccc1C(=O)C(O)c1ccccc1OC (configuration not stated),-11,8
Cc1cc(C)c2sc(N(CCCN(C)C)C(=O)c3ccc(Br)s3)nc2c1,28,7
Cc1c(C(=O)OCC(=O)c2c(N)n(CC(C)C)c(=O)n(C)c2=O)oc2ccccc12,-23,3
CCOC(=O)c1cc(C(C)(C)C)oc1CNC(=O)c1c(C)oc2c1CCCC2,29,-7
COc1cc(/C=C2/SC(=O)NC2=O)ccc1Oc1ccc([N+](=O)[O-])cc1[N+](=O)[O-],13,-4
COc1ccc(S(=O)(=O)N2CCOCC2)cc1C(=O)NCC(c1ccccc1)c1ccccc1,24,-8
CN(C)CCOC(=O)C1(c2ccccc2)CCOCC1,1,-11
N#Cc1ccc(/C=C/C(=O)c2cccnc2)cc1,2,4
CC(=O)Nc1ccc(OS(=O)(=O)c2ccc([N+](=O)[O-])cc2)cc1,-8,-3
CSc1ccccc1NC(=O)CN1CCN(S(=O)(=O)c2ccccc2[N+](=O)[O-])CC1,10,4
O=C(O)c1cnn(-c2ccccc2)c1-n1cccc1,-16,-3
COCCCNC(=O)C1CCC(CNS(=O)(=O)c2ccc(OC)cc2)CC1 (configuration not stated),4,-10
Cc1ccc(C2(C)NC(=O)N(CC(=O)Nc3ccc(Cl)c(S(=O)(=O)N4CCCCC4)c3)C2=O)cc1 (configuration not stated),-3,1
CCCCCn1c(=O)[nH]c2cc(C(=O)NCCCN(C)Cc3ccccc3)ccc2c1=O,20,4
Cc1ccc(NC(=O)/C(=C/c2ccc([N+](=O)[O-])cc2)NC(=O)c2ccccc2)cc1,-17,5

# Pulled one by one from above, 6 records:
SMILES,TAG inh,TAG inh DAPI viability
Cc1c(C(=O)OCC(=O)c2c(N)n(CC(C)C)c(=O)n(C)c2=O)oc2ccccc12,-23,3
CC(C)(C)Cc1c(-c2ccccc2)nc2ccc(Br)cn12,-4,9
COc1ccccc1C(=O)C(O)c1ccccc1OC (configuration not stated),-11,8
CCCCCn1c(=O)[nH]c2cc(C(=O)NCCCN(C)Cc3ccccc3)ccc2c1=O,20,4
O=C(NNc1nc2c(F)cccc2s1)C1COc2ccccc2O1 (configuration not stated),-7,9
Cc1cc(C)c2sc(N(CCCN(C)C)C(=O)c3ccc(Br)s3)nc2c1,28,7

# Following part:
SMILES,TAG inh,TAG inh DAPI viability
Cn1nc(C(F)(F)F)c(-c2ccc(Br)cc2)c1NC(=O)c1nccnc1C(=O)O,-2,4
CC1CCc2c(sc3ncn(CCO)c(=O)c23)C1 (configuration not stated),-1,3
CN(C)S(=O)(=O)c1ccc2c(c1)nc(CCC(=O)NCc1ccc(Cl)cc1)n2C,13,-29
CS(=O)(=O)N1CCC(C(=O)Nc2cccc(Cl)c2Cl)CC1,-6,3
O=C(O)/C=C\C(=O)Nc1ccc(F)c(F)c1F,-4,-3
NC(=O)c1ccc[n+](CC(=O)c2ccccc2)c1,4,2
COC(=O)c1c(C)[nH]c(C)c1-c1ccc([N+](=O)[O-])cc1,-29,-5
CCOc1ccccc1NC(=O)NC1CCCCCCC1,-12,-4
Nc1nc(SCC(=O)Nc2cc(Cl)c(Cl)cc2Cl)n[nH]1,8,4
Cc1nn(C)c(C)c1S(=O)(=O)N1CCC(CO)(CC2CCCCO2)CC1 (configuration not stated),-10,18
CCCC(C)NC(=O)c1cc(S(=O)(=O)N2CCCCCC2)ccc1OC (configuration not stated),-11,-9
CC(=O)Nc1ccc(OCc2cccc3ccccc23)cc1,-5,1
COc1ccc(N2CCN(C3CC(=O)N(Cc4ccccc4)C3=O)CC2)cc1 (configuration not stated),2,-4
CNC(=O)c1nn(-c2ccc(Cl)cc2)ccc1=O,2,6
COc1ccc(-n2cc(C(=O)c3ccc4ccccc4c3O)cn2)cc1,0,0
CCOc1ccccc1NC(=O)COC(=O)Cc1ccsc1,-7,0
CCOc1ccc(NC(=O)CN(C)C(=O)c2cn(-c3ccc(C)cc3)nc2-c2cccc(OC)c2)cc1OCC,39,6
O=C1CCc2cc(S(=O)(=O)Nc3ccccc3)cc3c2N1CC3,2,-6
CC12CCC(=O)C=C1CCC1C2CCC2(C)C(c3csc(N)n3)CCC12 (configuration not stated),-7,-1
CCOc1ccc(N=Cc2c(C)[nH]n(-c3nc4ccccc4[nH]3)c2=O)cc1,6,-6
CC(=O)c1ccc(OCc2ccccc2)c(C)c1O,-7,-2
COC(=O)CNC(=O)CSc1nc2sc(-c3ccccc3)cc2c(=O)n1-c1ccccc1,14,-2
Oc1ccc(C[C@H]2CNC(=S)N2CC2CCCN2C[C@H](Cc2ccc(O)cc2)N2C[C@H](Cc3ccccc3)N(CCc3ccccc3)C2=S)cc1 (some centres not stated),26,3
COc1ccc(/C=N/NC(=O)c2ccco2)cc1Cn1nc(C)c([N+](=O)[O-])c1C,6,2
C[C@H](CO)N1C[C@H](C)[C@@H](CN(C)S(=O)(=O)c2cn(C)cn2)Oc2c(NC(=O)Nc3ccc(C(F)(F)F)cc3)cccc2C1=O,5,2
# The listing continues.
SMILES,TAG inh,TAG inh DAPI viability
O=C(NCC1CCCCC1)C1(CC2CC(c3ccc(Cl)cc3)=NO2)CCNCC1 (configuration not stated),29,-4
O=C(NC1CCCCC1)C(c1ccccc1)N1CCCC1 (configuration not stated),0,3
O=C(O)CC(CC(=O)N1CCN(C(=O)c2ccco2)CC1)c1ccccc1 (configuration not stated),5,4
Cc1cc(NC(=O)C2C3C(=O)N(CC4CCCO4)C(C(=O)NC(C)(C)C)C34C=CC2(C)O4)no1 (configuration not stated),-6,5
O=C(CSc1ccc2nnc(-c3ccncc3)n2n1)Nc1ccccc1F,10,-16
OC[C@@H]1CCCN1Cc1nc(-c2cccs2)no1,-2,3
C=C(C)[C@@H]1CC=C(C(=O)O)CC1,-5,-3
COc1ccc(NC(=S)NCc2ccc3c(c2)OCO3)cc1,-9,10
CC(C)(C)c1ccc(OCCCCCCN2CCNCC2)cc1,10,1
Cc1ccc(CNC(=O)C2CCC(=O)N(Cc3ccc(Cl)cc3)C2)cc1F (configuration not stated),-3,4
O=C(COC(=O)CN1C(=O)c2cccc([N+](=O)[O-])c2C1=O)NC1CCS(=O)(=O)C1 (configuration not stated),-12,10
Cc1cc(/C=N/NC(N)=S)c(C)n1-c1cccc(Cl)c1,-3,9
O=C1c2cccc3c([N+](=O)[O-])ccc(c23)C(=O)N1CCc1ccccn1,31,-21
Cc1cc(C)c(NC(=O)CC(C)(C)C)c(Cl)c1,-7,4
CC1CCCCC1NC(=O)CO/N=C/c1ccc(OC(F)F)cc1 (configuration not stated),-4,2
CCCCN1C(=O)C2C3C=CC(C2C1=O)C1C2C(=O)N(CCCC)C(=O)C2C31 (configuration not stated),5,6
COC(=O)CCCNC(=O)CC1C(=O)NCCN1Cc1ccoc1 (configuration not stated),-8,3
Cc1ccc(/C=N/c2sc3c(c2C#N)CCC3)o1,0,1
O=C(c1ccc2nc(N3CCCCC3)sc2c1)N1CCN(c2ccccn2)CC1,-6,2
CCN1CCN(CC(=O)n2c3c(c4ccccc42)CC(C)CC3)CC1 (configuration not stated),21,8
COc1ccc(CN2C(=O)c3ccccc3C2=O)cc1C(=O)N(C)CC(=O)Nc1c(C)cccc1C,-8,-3
COC(=O)C(NC(C)=O)(Nc1nc2ccc(S(C)(=O)=O)cc2s1)C(F)(F)F (configuration not stated),20,-5
COC(=O)C1CCN(Cc2cc(=O)oc3cc(OC)ccc23)CC1,0,-2
CC1(C(=O)Nc2cccc(C#N)c2)CCN1C(=O)c1ccccc1CCc1ccccc1 (configuration not stated),-14,-5
C=CCNC(=S)NCc1ccccc1,1,-4

# Quoted from the entries so far (three entries):
SMILES,TAG inh,TAG inh DAPI viability
O=C(NCC1CCCCC1)C1(CC2CC(c3ccc(Cl)cc3)=NO2)CCNCC1 (configuration not stated),29,-4
O=C(NC1CCCCC1)C(c1ccccc1)N1CCCC1 (configuration not stated),0,3
O=C(O)CC(CC(=O)N1CCN(C(=O)c2ccco2)CC1)c1ccccc1 (configuration not stated),5,4

# The listing continues:
SMILES,TAG inh,TAG inh DAPI viability
Cc1noc(C)c1NC(=O)NC(c1ccccc1)c1ccccc1,1,8
COc1ccc(CC(=O)OCC(=O)Nc2ccc(C(=O)Nc3ccc(OC)cc3)cc2)cc1,1,7
C#Cc1ccc([C@H]2C=C(C(=O)N3CCN(Cc4ccccc4)CC3)O[C@@H](OCC)[C@@H]2CCCO)cc1,-30,-4
CCCCC(=O)N(C)c1c(C)nc2ccc(C(=O)Nc3cccc(NS(C)(=O)=O)c3)cn12,7,4
O=C(CCC(=O)Nc1cccnc1)Nc1cccnc1,-12,12
COc1cccc(N2CCN(CC(=O)Nc3nc(C)c(C(=O)N(C)C)s3)CC2)c1,-5,2
CC1CC2(NC(=O)NC2=O)C(C)CN1C (configuration not stated),-2,8
O=[N+]([O-])c1ccc(N=Cc2c(O)ccc3ccccc23)cc1,-6,4
CCn1nc(C(=O)NNC(=O)c2ccccc2)c2ccccc2c1=O,-15,4
Cc1ccccc1C(=O)NC1CC2CCCC(C1)N2CC(C)C (configuration not stated),1,-3
Clc1ccc(CCNc2ncnc3nc[nH]c23)cc1,-12,5
CN1CCN(c2ccccc2NC(=O)COc2ccc(Cl)cc2)CC1,-4,12
CCN1CCN(Cc2c(O)c(Cl)cc3c(C)cc(=O)oc23)CC1,-5,38
O=C(CSc1ccccc1)N/N=C/c1ccccc1O,-2,-6
COc1ccc(Nc2ncnc3c2cnn3-c2ccccc2)cc1OC,3,2
CN(C(=O)CSc1nc2cc(C(=O)O)ccc2c(=O)n1Cc1ccccc1)C1CCS(=O)(=O)C1 (configuration not stated),10,-16
OCCNC(=S)NC1CCCCC1,-17,14
CN(C(=O)COc1nnc(-c2cccs2)c(-c2cccs2)n1)c1ccccc1,11,-6
CC(=O)C1=C(O)C(=O)N(c2cccnc2)C1c1cccc([N+](=O)[O-])c1 (configuration not stated),-14,-6
S=C(Nc1ccc(Nc2ccccc2)cc1)NC1CCCCCC1,-14,4
COCCN(C(=O)c1cc(-c2ccco2)nc2ccccc12)c1c(N)n(Cc2ccccc2)c(=O)[nH]c1=O,14,-14
COc1ccc(CCNC(=O)CSc2nnc(CNC(=O)c3cccs3)o2)cc1OC,6,-7
O=C(CN1CCN(c2ccc(O)cc2)CC1)N(C1CC1)C1CCS(=O)(=O)C1 (configuration not stated),-3,8
O=C1CCN(CCCN2CCC(=O)NC2=S)C(=S)N1,8,0
O=C(Nc1ccccc1N1CCCC1)C1CCN(S(=O)(=O)c2ccccc2)CC1,-8,1

# Whole records from above:
# Record of CCCCC(=O)N(C)c1c(C)nc2ccc(C(=O)Nc3cccc(NS(C)(=O)=O)c3)cn12 = TAG inh: 7; TAG inh DAPI viability: 4
# Record of CC1CCCCC1NC(=O)CO/N=C/c1ccc(OC(F)F)cc1 (configuration not stated) = TAG inh: -4; TAG inh DAPI viability: 2
# Record of O=C(COC(=O)CN1C(=O)c2cccc([N+](=O)[O-])c2C1=O)NC1CCS(=O)(=O)C1 (configuration not stated) = TAG inh: -12; TAG inh DAPI viability: 10

# The list continues:
SMILES,TAG inh,TAG inh DAPI viability
CCC(C)NCCCOc1cc(Cl)ccc1Cl (configuration not stated),21,-11
Cc1cc(C(=O)N/N=C/c2cccnc2)n[nH]1,-3,-3
COCCN(C(=O)CSc1nnc(-c2ccccc2C)n1C)c1c(N)n(Cc2ccccc2)c(=O)[nH]c1=O,5,-6
C=CCn1c(C)cc(C(=O)COC(=O)COc2ccccc2C#N)c1C,12,4
CCN(CC(=O)Nc1ccc(NC(C)=O)cc1)C(=O)c1cccc(-n2cccc2)c1,10,-2
COc1cc(C(=O)OCC(=O)c2ccccc2)cc2c1OCCO2,-18,2
FC(F)(F)c1cccc(-c2nn[nH]n2)c1,-13,7
COc1ccccc1CC(=O)Nc1cc(S(=O)(=O)N2CCOCC2)ccc1N1CCOCC1,15,-8
O=C(Nc1ccccc1)Nc1c(F)cccc1F,-3,-1
CC(NC(=O)Nc1ccc(Cl)cc1)C1CCCO1 (configuration not stated),-4,3
CCC(C)Sc1cccc(-c2nc3ccccn3c2NCc2ccccc2)c1 (configuration not stated),-13,24
COc1ccc(/C=N/NC(=O)c2ccn[nH]2)cc1Cn1cc([N+](=O)[O-])cn1,-1,9
CCCS(=O)(=O)NCCc1cc2ccc(OC)cc2[nH]c1=O,7,-6
Cc1occc1C(=O)N1CCN(S(=O)(=O)c2ccccc2)CC1,11,-3
CCCNC(=O)C1(C)CCN(C(=O)c2ccccc2F)C1 (configuration not stated),5,0
O=C(Cn1cc2c(n1)CCCCC2)NCCCN1CCOCC1,-1,-4
COC(=O)c1ccc(COC(=O)c2nn(C)c(=O)c3ccccc23)cc1,-10,3
O=C(Nc1cc(C(F)(F)F)ccc1Cl)c1ccncc1,1,1
CN(C)c1ccc(/C=C(/C#N)C(=O)Nc2nc3c(s2)CCN(Cc2ccccc2)C3)cc1,-73,10
Cc1ccc(S(=O)(=O)N(C)CC(=O)N(C)CCOc2ccccc2)cc1,3,3
